Compound activity: PubChem, National Center for Advancing Translational Sciences (NCATS)
D1 potentiator = human D1 dopamine receptor positive modulation | P21728 | HEK293 TREx D1 cells, calcium flux, dopamine EC20 potentiation | potentiation, % at 10 µM | actives 0.036% (n = 360,000) | AID 504651; in the data active = potentiation above about 30%; note: 0% is about no effect
Target sequence (P21728 whole entry, looked up): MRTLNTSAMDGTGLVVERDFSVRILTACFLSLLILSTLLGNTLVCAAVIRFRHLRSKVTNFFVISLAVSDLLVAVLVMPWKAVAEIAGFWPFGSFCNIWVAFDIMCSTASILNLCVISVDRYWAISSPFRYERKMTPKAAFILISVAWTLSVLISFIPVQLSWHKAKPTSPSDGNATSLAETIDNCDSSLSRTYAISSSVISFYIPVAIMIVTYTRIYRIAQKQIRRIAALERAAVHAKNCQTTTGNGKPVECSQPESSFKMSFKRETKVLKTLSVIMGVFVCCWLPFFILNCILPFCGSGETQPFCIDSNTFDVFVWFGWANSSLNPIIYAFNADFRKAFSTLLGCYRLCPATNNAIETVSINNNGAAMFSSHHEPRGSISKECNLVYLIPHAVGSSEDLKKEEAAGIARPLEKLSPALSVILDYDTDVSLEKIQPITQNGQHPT
Vif-A3F inh = blocks the Vif interaction with APOBEC3F | actives 0.2% (n = 390,000) | Potency, µM (top dose mostly 46.1 µM), inactives show at the highest dose activity, negative = active | AID 602313 | HeLa A3F-eYFP + Vif (tagged APOBEC3F with the HIV-1 protein that degrades it), YFP fluorescence increase; note: potency is the fitted concentration of half-maximal effect; % of control where 0% means no effect; nearly all actives have a fitted effect of over 65% in size
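HeLa cells stably expressing A3F-eYFP plus Vif, plated and incubated overnight at 37 deg C, then exposed to compounds overnight at 37 deg C. Blocked degradation read as raised yellow fluorescence (Ex 488/Em 500-530).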
D1 antagonist = human D1 dopamine receptor antagonism; actives 3.2% (n = 360,000); AID 504652; HEK293 TREx D1 cells, calcium flux, dopamine EC80; active compounds read low; activity change, negative = inhibition, % at 10 µM; in the data active = activity change below about -30%; note: % is set by controls: 0 for no effect and ±100 for the full control effect
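Cells carrying a force-coupled, tetracycline-inducible human D1 receptor report calcium flux. Each well gets a 10 s baseline, compound with 180 s monitoring, then an EC80 dopamine stimulus with a second 180 s kinetic read.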
D1 ag = human D1 receptor agonism; actives 1% (n = 360,000); activation, % at 2 µM; HEK293 T-REx D1 cells, calcium flux, agonist mode; P21728; AID 504660; in the data active = activation above about 30%; note: 0% is about no effect
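Inducible HEK293 T-REx D1 cells, force-coupled to calcium signalling, were plated at 4000 cells/well with tetracycline and held overnight at 30 C. After no-wash calcium dye loading, compound-evoked calcium rise over 180 s flagged agonists.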
LDHA block = blocks human lactate dehydrogenase A. AID 1347041. P00338. activity change, % (values are at about 110 or 230 µM). purified LDHA, NADH/diaphorase-resazurin fluorescence; active compounds read low. actives 0.15% (n = 480,000); in the data active = activity change below about -30%; inconclusive = mostly about -25% to -30%;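 note: plate controls were DMSO wells for no effect and wells without enzyme for full effect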
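Human LDH5 (2 nM) was incubated with 0.06 mM NADH and 0.2 mM pyruvate for 5 min at room temperature in Tris pH 7.4. Remaining NADH was coupled through diaphorase/resazurin, and resorufin fluorescence was read at 0 and 20 min.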
D2 potentiator = positive allosteric modulators of human D2 dopamine receptor; P14416; HEK293 T-REx D2, calcium flux, EC20 dopamine potentiation; potentiation, % at 10 µM; actives 0.34% (n = 340,000); AID 485347;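 active = potentiation over 3 SD above the plate norm, cut at about 30% in these data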; note: 0% is about no effect
Target sequence (P14416 whole entry, looked up): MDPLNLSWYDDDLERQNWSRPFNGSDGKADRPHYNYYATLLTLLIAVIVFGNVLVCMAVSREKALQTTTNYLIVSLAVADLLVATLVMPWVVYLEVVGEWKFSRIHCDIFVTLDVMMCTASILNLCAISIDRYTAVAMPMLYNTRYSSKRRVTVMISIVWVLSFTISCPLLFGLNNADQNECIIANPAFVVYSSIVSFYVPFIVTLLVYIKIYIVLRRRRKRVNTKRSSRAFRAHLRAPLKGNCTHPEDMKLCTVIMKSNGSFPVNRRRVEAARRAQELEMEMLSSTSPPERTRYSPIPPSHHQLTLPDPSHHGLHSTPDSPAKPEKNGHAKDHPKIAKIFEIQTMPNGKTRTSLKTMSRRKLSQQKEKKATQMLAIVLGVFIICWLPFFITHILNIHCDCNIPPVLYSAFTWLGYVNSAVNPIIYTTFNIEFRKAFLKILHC
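Using a no-wash calcium dye in inducible, force-coupled HEK293 Trex cells expressing D2, we tracked fluorescence each second for 180 s after compound, then for 180 s after EC20 dopamine to detect augmented signalling.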
Vif-A3G inh = Vif-A3G binding inhibition; actives 0.076% (n = 410,000); HeLa A3G-eYFP + Vif (tagged APOBEC3G with the HIV-1 protein that degrades it), YFP fluorescence, overnight; Potency, µM (series often up to 46.1 µM), for inactives: top-dose activity, negative = active, most hits filed as inhibitors; Q9HC16;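 note: potency is the fitted concentration of half-maximal effect; % is set by controls: 0 for no effect and ±100 for the full control effect; nearly all actives have a fitted effect of over 60% in size; hits raise eYFP signal because A3G escapes Vif-driven loss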
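Read-out is eYFP fluorescence (Ex 488/Em 500-530) from Vif-expressing HeLa A3G-eYFP cells; more signal means A3G escaped Vif-mediated degradation. Cells plated overnight, compound pinned in, incubated overnight at 37 deg C.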
RXFP1 ag = activates the human relaxin receptor RXFP1. HEK293T-RXFP1 cAMP TR-FRET, 30 min; response scale: percent of porcine relaxin response, buffer zero. actives 0.3% (n = 370,000). Q9HBX9. Potency, µM (titrated, usually from 57.5 µM), for the others: at the highest dose activation, hits mostly activators; note: potency is the fitted concentration of half-maximal effect; % is set by controls: 0 for no effect and ±100 for the full control effect; nearly all actives have a fitted effect of over 60% in size; many of its hits are not listed in these tables
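cAMP rise read by TR-FRET after 30 min, 37C compound exposure (up to 58 uM) in RXFP1-transfected HEK293 cells with Ro 20174 present. EC50 from Hill-equation fits, with 29 nM porcine relaxin as 100% and buffer as basal.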
Glioma ERSR ind = ER stress response induction in glioma. U87-MG GRP78 promoter luciferase reporter, 16 h. actives 0.02% (n = 420,000). Potency, µM, for the others: top-dose activation, most hits filed as activators; note: potency is the fitted concentration of half-maximal effect; series mostly up to about 76 µM; % of control where 0% means no effect; nearly all actives have a fitted effect of over 35% in size
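Stably transfected U87-MG human glioma cells carrying a GRP78-based luminescent sensor were seeded at 1000 cells/well, pin-dosed with compounds and incubated 16 h. Luciferase reagent was then added, and end-point luminescence was read after 10 min at room temperature.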
Starred values were filed as active, the others as inactive; u = inconclusive; x = no result given; & = joins results of further samples. Unless noted, calls come from the whole dose curve; as a rule, active = well fitted curve in the direction sought with a large enough effect; inconclusive = small, poorly fitted or top-dose-only effect, or another doubt; inactive = no such curve, though single readings can be large; an effect the other way counts as inactive or inconclusive.

Values run as follows: D1 potentiator	Vif-A3F inh	D1 antagonist	D1 ag	LDHA block	D2 potentiator	Vif-A3G inh	RXFP1 ag	Glioma ERSR ind
[1] COc1ccc(C2=CCC3CCCCN3C2)cc1OC (centres undefined)
    x	1%	x	x	-2	x	4%	x	-4%
[2] CCN(CC)C(=O)CSc1nc2ccc(NC(=O)CSc3nccn3C)cc2s1
    -9	-2%	-9	-1	-4	10	-1%	-0.1%	-1%
[3] COc1cc(OC)c(OC)cc1/C=C/C(=O)c1ccc(NS(=O)(=O)c2ccc(C)cc2)cc1
    -1	u	-13	24	10	6	u	3.9%	-6%
[4] Cn1cc2cccc([N+](=O)[O-])c2n1
    1	-17%	-19	7	10	0	-5%	0.5%	-2%
[5] COc1ccc([C@H]2N[C@]3(CCCN(Cc4ccc(C(F)(F)F)cc4)C3=O)[C@H]3C(=O)N(C)C(=O)[C@@H]23)cc1
    x	4%	x	x	-1	x	-1%	x	-2%
[6] O=C(N/C(=C\c1ccc([N+](=O)[O-])cc1)C(=O)N1CCCCC1)c1ccco1
    -4	-11%	3	-1	-12	-5	-1%	0.5%	-5%
[7] COc1ccccc1CNC(=O)c1cc2c(=O)oc3ccc(C)cc3c2s1
    -6	-15%	-4	2	-7	-6	2%	u	-2%
[8] C=CCc1cccc(/C=N/NC(=O)C(C)Nc2cccc(C)c2)c1O (centres undefined)
    -1	u	-9	5	1	-9	0%	-1.9%	-4%
[9] CCN(CC)S(=O)(=O)c1ccc(Oc2cccc(C(C)=O)c2)nc1
    -1	-5%	-12	17	10&0	-7	0%	4.2%	-5%
[10] O=C(Nc1nnc(C2CC2)s1)c1cc([N+](=O)[O-])ccc1N1CCCCC1
    -4	-3%	-7	0	-2	-6	-4%	-1.8%	-3%

Of the compounds above, these have four or more nitrogen atoms.
Values run as follows: D1 potentiator	Vif-A3F inh	D1 antagonist	D1 ag	LDHA block	D2 potentiator	Vif-A3G inh	RXFP1 ag	Glioma ERSR ind
[2] CCN(CC)C(=O)CSc1nc2ccc(NC(=O)CSc3nccn3C)cc2s1
    -9	-2%	-9	-1	-4	10	-1%	-0.1%	-1%
[10] O=C(Nc1nnc(C2CC2)s1)c1cc([N+](=O)[O-])ccc1N1CCCCC1
    -4	-3%	-7	0	-2	-6	-4%	-1.8%	-3%

Later entries.
Values run as follows: D1 potentiator	Vif-A3F inh	D1 antagonist	D1 ag	LDHA block	D2 potentiator	Vif-A3G inh	RXFP1 ag	Glioma ERSR ind
[11] Cc1ccc(C(=O)Oc2ccc(C(=O)COC(=O)c3cnccn3)cc2)cc1
    -6	-7%	9	4	-9	x	1%	4.9%	-5%
[12] Cc1ccc(NS(=O)(=O)c2ccc(-c3cnc(C4CC4)o3)cc2)cc1N(C)C
    1	-1%	-4	7	3	2	-1%	0.7%	-1%
[13] O=C(COC(=O)Cn1[nH]c(=O)c2ccccc2c1=O)Nc1c(Cl)cccc1C(F)(F)F
    -6	3%	-7	-1	-2	x	1%	3.3%	1%
[14] COCCn1c(Cc2ccccc2)nnc1SCC(=O)NC(C)C
    5	-5%	5	2	-2	1	-1%	-0.7%	0%
[15] O=C1Nc2ccccc2C1(c1ccccc1)c1ccccc1
    -6	-6%	7	33*	-1	6	-10%	0.4%	-7%
[16] CCN(CC)C(=O)CSc1nnc(CSc2ncccn2)n1C
    4	0%	-16	3	-10	-11	0%	6.5%	-3%
[17] COCCCN1C(=O)C(=O)/C(=C(/O)c2ccccc2)C1c1ccc(N(C)C)cc1 (centres undefined)
    2	-7%	-8	1	9	-1	2%	-0.7%	5%
[18] C/C(=N\Nc1nc2ccccc2[nH]1)c1ccc2c(c1)OCO2
    -7	0%	-3	0	3	-13	-15%	0.2%	6%
[19] CSc1nc(N)c2cn[nH]c2n1
    x	-6%	x	x	-3	x	-1%	x	-4%
[20] COc1ccc(NC(=O)COc2ccccc2F)cc1S(=O)(=O)N1CCCCC1
    -4	-4%	-2	1	-2	6	-2%	5.8%	-2%
[21] Cc1ccc(C(=O)N(C)c2nnc(-c3ccncc3)s2)cc1
    -5	-2%	-30*	10	-7	2	2%	0.2%	7%
[22] CC(=O)Nc1nnc(-c2c(-c3c(Cl)cccc3Cl)noc2C)o1
    -9	1%	6	2	1	13	0%	1.5%	-5%
[23] Cc1nnc(SCC(=O)Nc2nc(-c3ccccc3)cs2)n1N
    1	-5%	15	-1	2	7	0%	0.5%	-2%
[24] Cc1ccc(NC(=O)CCSc2nnnn2-c2ccc3c(c2)OCO3)cc1C
    2	0%	-11	5	-6	-17	-1%	-0.1%	-4%
[25] CCCCC(=O)NC(=S)Nc1ccccc1N1CCCCC1
    8	1%	22	2	5	-6	-5%	4.3%	-3%
[26] CCc1ccc(CN(C)Cc2nc(-c3cccc(Cl)c3)no2)nc1
    3	4%	4	1	-6	12	0%	-0.4%	-6%
[27] CCOC(=O)c1ccccc1NC(=O)CC(C)CC(=O)O (centres undefined)
    -9	-1%	8	7	-6	-6	-2%	-0.2%	-6%
[28] C=CCCC(=O)Nc1nc(C)c(-c2csc(Nc3ccc(Cl)cc3Cl)n2)s1
    -11	2%	-4	3	-4	-4	-21%	0.2%	3%
[29] O=[N+]([O-])c1ccccc1COc1ccc(Cl)c2cccnc12
    -1	1%	9	1	-1	-3	3%	0.0%	-1%
[30] CC(=O)c1ccc(OCC(=O)c2cc(C)n(-c3ccc4c(c3)OCO4)c2C)cc1
    -5	1%	-44*	12	0	-12	-5%	2.8%	-2%
[31] CC1(C)CC[C@]2(C(=O)O[C@@H]3OC(CO)[C@@H](O)[C@H](O)[C@H]3O)CC[C@]3(C)C(=CCC4[C@@]5(C)CC[C@H](O[C@@H]6OC(C(=O)O)[C@@H](O)[C@H](O)[C@H]6O)C(C)(C)C5CC[C@]43C)[C@@H]2C1 (some centres undefined)
    x	4%	x	x	2	x	-15%	x	-5%
[32] CCSc1nc2ccccc2n1CC(=O)O
    -2	8%	9	3	-9	-7	1%	-0.2%	-1%
[33] COc1ccc(C(CC(=O)N2CCCCC2)c2c(OC)cc(OC)c3c(-c4ccccc4)cc(=O)oc23)cc1 (centres undefined)
    -1	-2%	-12	3	0	-9	-4%	2.7%	-3%
[34] CCOCCc1nnc(NC(=O)CCc2ccccc2)s1
    -8	-11%	-5	3	-10	-1	-1%	-2.9%	-2%
[35] CC(C)Cc1nnc(NC(=O)CCC(=O)N2CCN(Cc3ccc(Cl)cc3)CC2)s1
    -6	4%	-17	14	-3	2	2%	1.0%	-2%
[36] CCSc1nnc(NS(=O)(=O)c2ccc(OC)cc2)s1
    -3	3%	-2	-1	-15	0	-5%	0.1%	-5%
[37] CCNS(=O)(=O)c1ccc(NC(=O)Nc2ccccc2OC)cc1
    -8	0%	-5	2	-4	-15	0%	1.3%	11%
[38] CC(OC(=O)c1ccc2ccccc2n1)C(=O)c1ccccc1 (centres undefined)
    2	-9%	3	1	4&-3	-3	-4%	2.9%	2%
[39] COc1ccc(/C=N/Nc2nnc(Cc3ccc(OC)c(OC)c3)c(=O)[nH]2)cc1
    -4	-6%	14	0	1	-1	-4%	-0.7%	-2%
[40] Cc1ccc(C(=O)Nc2ncccc2S(=O)(=O)c2ccccc2)cc1
    -16	2%	12	1	-1	-2	3%	0.0%	7%
[41] O=C(c1cc(N2C(=O)C3C4CCC(C4)C3C2=O)ccc1Cl)N1CCCCCC1 (centres undefined)
    -3	-7%	7	4	-17	2	3%	0.3%	-5%
[42] Cn1cnnc1SCC(=O)Nc1ccc(Cl)cn1
    -2	-17%	3	2	-6	9	2%	0.3%	1%
[43] Cc1ccc(S(=O)(=O)N2CCC(C(=O)OCC(=O)N(Cc3ccccc3)C(C)(C)C)CC2)cc1C
    1	5%	-7	11	-6	13	-1%	-0.3%	-5%
[44] COc1cc(NC(=O)c2ccc(Br)o2)ccc1NC(=O)C(C)C
    -8	5%	-20	2	-3	5	1%	-0.4%	3%
[45] CC(C)c1nc(SCC(=O)c2c[nH]c3ccccc23)n[nH]1
    4	0%	-20	1	-1&-6	-1	-3%	1.1%	-1%
[46] CCC[C@H]1CN(c2ccc(Br)cc2)C(=O)[C@@H]1CC(=O)NC
    x	0%	x	x	-1	x	0%	x	2%
[47] Cc1cccc(OCC(=O)N2CCC(N3CCOCC3)CC2)c1
    0	-5%	4	2	-12	5	0%	-0.3%	-4%
[48] CS(=O)(=O)N1CCCC(C(=O)Nc2ccccc2)C1 (centres undefined)
    -2	-7%	-5	3	3	-3	-11%	0.2%	-4%
[49] O=C1NC(=NCc2ccccc2)S/C1=C/c1ccc(O)cc1
    -7	3%	-27	3	-6	17	-1%	1.0%	3%
[50] CC(OC(=O)c1cccc(-n2cnnn2)c1)C(=O)Nc1ccc(F)c(F)c1F (centres undefined)
    x	-20%	x	x	-1	x	1%	x	1%

Individual results from the results shown.
cpd 42 in Vif-A3G inh is listed with 2%
cpd 47 in RXFP1 ag is listed with -0.3%

(cont.)
Values run as follows: D1 potentiator	Vif-A3F inh	D1 antagonist	D1 ag	LDHA block	D2 potentiator	Vif-A3G inh	RXFP1 ag	Glioma ERSR ind
[51] COC(=O)c1cc2c(ccn2-c2ccc(F)cc2)n1Cc1ccc(OC(C)=O)cc1
    1	u	34	6	0	8	-15%	5.5%	0%
[52] CCc1ccc(CNC(=O)c2cc3c(s2)-c2ccccc2OC3)cc1
    -4	4%	-25	2	-7	-28	-1%	6.1%	-3%
[53] CCc1ccc(Oc2cc(Cl)nc(N)n2)cc1
    -3	-2%	-9	0	-1	5	-6%	1.4%	3%
[54] Fc1cnc(N2CCc3ccccc32)nc1N1CCc2ccccc21
    1	8%	-2	3	-4	10	1%	u	0%

An excerpt; rates above refer to the full screens.
